Bioassay records as filed in PubChem BioAssay.
IDH1 R132H inh – inhibitors of human IDH1 R132H; AID 624101; 0.18% of 70,000 active; O75874; IDH1 R132H reductase, diaphorase/resazurin fluorescence, 60 min; inhibition, % at 10 µM; in the data active = inhibition above about 34%;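 note: 0% = DMSO and 100% = no enzyme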
Target sequence (O75874 whole entry R132H): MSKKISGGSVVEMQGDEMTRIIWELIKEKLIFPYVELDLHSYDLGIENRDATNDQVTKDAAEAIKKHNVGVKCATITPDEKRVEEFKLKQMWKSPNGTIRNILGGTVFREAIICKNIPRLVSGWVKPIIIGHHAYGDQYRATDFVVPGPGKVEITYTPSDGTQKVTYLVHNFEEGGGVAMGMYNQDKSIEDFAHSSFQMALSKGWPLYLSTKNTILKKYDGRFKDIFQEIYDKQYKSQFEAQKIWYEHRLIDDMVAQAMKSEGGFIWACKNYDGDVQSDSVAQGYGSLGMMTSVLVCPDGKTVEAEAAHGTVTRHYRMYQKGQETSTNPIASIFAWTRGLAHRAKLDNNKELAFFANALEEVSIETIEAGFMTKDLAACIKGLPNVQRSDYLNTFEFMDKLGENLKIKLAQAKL
EZH2 inh – blocks human EZH2/PRC2 H3K27 methylation; Q15910; DELFIA TRF, 1 h; 0.35% of 57,000 active; inhibition, % at 12.5 µM;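 active = mean inhibition of replicates at least 50% and every single replicate also reaching 50%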;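 note: dimethyl H3K27 on biotinylated H3 21-44 peptide detected by antibody; plate controls were median neutral control wells for no effect and median positive control wells for full effect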
* = called active by the depositor; . = not tested or not shown.

SMILES | IDH1 R132H inh | EZH2 inh
COc1ccc(S(=O)(=O)N(C)C[C@@H]2OCCCC[C@@H](C)Oc3ccc(NS(C)(=O)=O)cc3C(=O)N([C@H](C)CO)C[C@@H]2C)cc1 | 0.6 | .
CO[C@@H]1CN(C)C(=O)c2cc(NS(C)(=O)=O)ccc2OC[C@H](C)N(Cc2cncnc2)C[C@H]1C | -0.3 | 7.5
COC(=O)C[C@@H]1C=C[C@@H](NC(=O)c2ccccc2)[C@@H](CO)O1 | 0.1 | 14.1
CCCN(C)C[C@@H]1OCCCC[C@H](C)Oc2ccc(NC(=O)c3ccccc3)cc2C(=O)N([C@@H](C)CO)C[C@@H]1C | 2.1 | -9.1
C[C@@H]1CN([C@H](C)CO)C(=O)CCCn2cc(nn2)CO[C@@H]1CN(C)Cc1ccc2c(c1)OCCO2 | 0.4 | -1.4
COc1cc2c(cc1O)C(C1CC1)N(C)CC2 (stereo unspecified) | . | -8.3
CO[C@@H](CN(C)S(=O)(=O)c1ccc(C)cc1)[C@H](C)CN(Cc1ccccc1Cl)[C@H](C)CO | -0.4 | 36.4
Cc1noc(C)c1S(=O)(=O)Nc1ccc2c(c1)C(=O)N([C@@H](C)CO)C[C@@H](C)[C@H](CN(C)C(=O)Nc1ccccc1)OCCCC[C@@H](C)O2 | 3.4 | .
CCOc1ccc(NC(=O)c2c(NC(=O)c3ccco3)sc3c2CCCCC3)cc1 | -0.3 | 12.3
O=c1n(-c2ccccc2)c(=O)n2n1CC(COc1ccccc1)=C1[C@@H](CCc3ccccc3)OB(O)C[C@@H]12 | . | 10.9
CO[C@@H]1CN(C)C(=O)c2ccc(NC(=O)c3cccnc3)cc2OC[C@@H](C)N(CC2CC2)C[C@H]1C | -0.4 | -2.7
C[C@@H]1CN([C@H](C)CO)C(=O)Cc2cc(NC(=O)CCN3CCOCC3)ccc2O[C@H]1CN(C)C(=O)Nc1ccc(C(F)(F)F)cc1 | -1.7 | .
Cc1ccc2oc(-c3ccccc3)c(CN3CCOCC3)c(=O)c2c1 | -0.6 | 2.1
Cc1noc(C)c1NC(=O)Nc1ccc2c(c1)C(=O)N([C@H](C)CO)C[C@H](C)[C@@H](CN(C)Cc1ccc3c(c1)OCO3)OCCCC[C@@H](C)O2 | 1.2 | .
CO[C@@H]1CN(C)C(=O)c2cc(NC(=O)C3CC3)ccc2OC[C@H](C)N(Cc2cncnc2)C[C@@H]1C | -0.2 | -6.2
C[C@H]1CN([C@@H](C)CO)S(=O)(=O)c2ccc(-c3cccc(F)c3)cc2O[C@@H]1CN(C)S(=O)(=O)c1ccc(F)cc1 | . | 0.6
C[C@H]1CN([C@@H](C)CO)C(=O)c2cc(C#Cc3ccccn3)cnc2O[C@@H]1CN(C)C(=O)c1cnccn1 | 0.1 | .
O=C(N[C@@H]1CC[C@@H](CCNC(=O)C2CCC2)O[C@H]1CO)c1ccccn1 | 0.0 | -4.6
COc1cccc(NC(=O)N(C)C[C@@H]2Oc3cc(C#Cc4ccccc4)ccc3S(=O)(=O)N([C@H](C)CO)C[C@H]2C)c1 | -1.1 | -18.3
C[C@@H]1CN([C@@H](C)CO)C(=O)c2cc(NC(=O)c3ccncc3)ccc2O[C@@H](C)CCCCO[C@@H]1CN(C)S(=O)(=O)c1ccc(F)cc1 | 2.3 | .
COC(=O)c1c(NC(=S)Nc2ccc(CC(=O)O)cc2)sc(C)c1C | -0.2 | 6.8
COc1ccc(S(=O)(=O)N(C)C[C@@H]2Oc3ccc(NC(=O)C4CCCCC4)cc3CC(=O)N([C@@H](C)CO)C[C@@H]2C)cc1 | 6.2 | -2.7
C[C@H]1CN([C@@H](C)CO)C(=O)Cc2cc(NC(=O)C3CC3)ccc2O[C@H]1CN(C)Cc1ccccc1 | -0.9 | 0.6
CO[C@H]1CN(C)C(=O)c2ccc(NC(=O)c3cc(C)on3)cc2OC[C@@H](C)N(C)C[C@@H]1C | 0.2 | 13.4
Cc1ccc(N(C(=O)COc2ccccc2[N+](=O)[O-])C2C=CS(=O)(=O)C2)cc1 (stereo unspecified) | -0.4 | .

Reprinted from the part before: 6 entries, followed by the next part.
SMILES | IDH1 R132H inh | EZH2 inh
C[C@@H]1CN([C@@H](C)CO)C(=O)c2cc(NC(=O)c3ccncc3)ccc2O[C@@H](C)CCCCO[C@@H]1CN(C)S(=O)(=O)c1ccc(F)cc1 | 2.3 | .
COC(=O)c1c(NC(=S)Nc2ccc(CC(=O)O)cc2)sc(C)c1C | -0.2 | 6.8
COc1ccc(S(=O)(=O)N(C)C[C@@H]2Oc3ccc(NC(=O)C4CCCCC4)cc3CC(=O)N([C@@H](C)CO)C[C@@H]2C)cc1 | 6.2 | -2.7
C[C@H]1CN([C@@H](C)CO)C(=O)Cc2cc(NC(=O)C3CC3)ccc2O[C@H]1CN(C)Cc1ccccc1 | -0.9 | 0.6
CO[C@H]1CN(C)C(=O)c2ccc(NC(=O)c3cc(C)on3)cc2OC[C@@H](C)N(C)C[C@@H]1C | 0.2 | 13.4
Cc1ccc(N(C(=O)COc2ccccc2[N+](=O)[O-])C2C=CS(=O)(=O)C2)cc1 (stereo unspecified) | -0.4 | .
O=C(N[C@@H]1C=C[C@H](CC(=O)N2CCC(Cc3ccccc3)CC2)O[C@H]1CO)c1cnccn1 | 0.1 | 3.1
C[C@@H]1CN([C@H](C)CO)C(=O)c2cccc(NC(=O)C3CCCCC3)c2O[C@@H]1CN(C)Cc1ccc(Oc2ccccc2)cc1 | -0.7 | .
C[C@@H]1CN([C@H](C)CO)C(=O)c2cc(C#CCN(C)C)cnc2O[C@@H]1CN(C)Cc1ccc(C(=O)O)cc1 | 1.0 | 5.5
[N-]=[N+]=NCc1ccccc1C[C@@]1(C(=O)NCCN2CCOCC2)N=C(c2ccc(OCCCO)cc2)O[C@@H]1c1ccccc1 | . | 0.9
C[C@@H]1CN([C@@H](C)CO)C(=O)c2cc(C#CCc3ccccc3)cnc2O[C@H]1CN(C)C(=O)C1CCOCC1 | . | -3.1
C/C=C/c1ccc2c(c1)O[C@H](CN(C)C(=O)C1CCC1)[C@H](C)CN([C@@H](C)CO)S2(=O)=O | . | 8.7
O=C(O)CCc1ccc(-c2ccc(F)cc2)n1-c1cccc(C(=O)O)c1 | -0.1 | 0.8
CO[C@@H]1CN(C)C(=O)c2ccc(NS(C)(=O)=O)cc2OC[C@H](C)N(CCC(F)(F)F)C[C@H]1C | 0.1 | 2.4
COc1ccc(NC(=O)Nc2ccc3c(c2)C(=O)N([C@H](C)CO)C[C@@H](C)[C@@H](CN(C)C(=O)Nc2ccc4c(c2)OCO4)O3)cc1 | 0.0 | .
COCC(=O)N(C)C[C@H]1Oc2cc(C#Cc3cccnc3)ccc2S(=O)(=O)N([C@@H](C)CO)C[C@@H]1C | 0.4 | 12.6
COCC#Cc1cnc2c(c1)C(=O)N([C@H](C)CO)C[C@@H](C)[C@@H](CN(C)C(=O)c1cccnc1)O2 | -0.1 | 0.1
COc1ccc(S(=O)(=O)Nc2ccc3c(c2)CC(=O)N([C@@H](C)CO)C[C@@H](C)[C@H](CN(C)Cc2ccc(Cl)c(Cl)c2)O3)cc1 | 0.1 | .
COc1ccc(C#Cc2cnc3c(c2)C(=O)N([C@@H](C)CO)C[C@H](C)[C@@H](CN(C)C(=O)CC2CC2)O3)cc1 | -4.4 | -0.2
CN(C)c1ccc2c(c1)[C@H]1C[C@H](CC(=O)NCCc3ccccc3)O[C@@H](CO)[C@H]1O2 | -2.2 | -13.0
CCS(=O)(=O)Nc1ccc2c(c1)C(=O)N(C)C[C@H](OC)[C@@H](C)CN(Cc1nccs1)[C@@H](C)CO2 | -0.2 | 0.2
Cc1cccc(-n2c(CCN3C(=O)c4ccccc4C3=O)nc3ccccc3c2=O)n1 | 0.0 | 5.8
O=C(O)C[C@H]1CC[C@H](NC(=O)c2ccccc2F)[C@H](CO)O1 | 0.4 | -7.2
Cc1ccc(Sc2cncc3sc(C(N)=O)cc23)cc1 | -0.1 | 9.6
C[C@@H]1CN([C@@H](C)CO)C(=O)c2cc(C#CCc3ccccc3)cnc2O[C@@H]1CN(C)Cc1ccc(C(=O)O)cc1 | 0.6 | 42.1
COc1ccc(NC(=O)N(C)C[C@@H]2OCc3ccccc3-c3c(n(C)c4ccccc34)C(=O)N([C@@H](C)CO)C[C@H]2C)cc1 | . | -32.7
O=C(OCC1OC(Oc2ccc(O)cc2COC(=O)C2(O)C(O)CCC(=O)C2O)C(O)C(O)C1O)c1ccccc1 (stereo unspecified) | 36.1* | 22.1
C[C@@H]1CN([C@@H](C)CO)C(=O)c2cc(NS(=O)(=O)c3ccc(F)cc3)ccc2O[C@@H](C)CCCCO[C@@H]1CN(C)S(=O)(=O)c1cccs1 | 0.2 | .
C[C@H](CO)N1C[C@H](C)[C@H](CN(C)C(=O)C2CCC2)Oc2cc(C#Cc3ccncc3)ccc2S1(=O)=O | . | 2.2
C[C@@H]1CN([C@H](C)CO)C(=O)c2cc(N(C)C)ccc2O[C@@H](C)CCCCO[C@@H]1CN(C)Cc1ccccc1 | -0.7 | 1.7
C[C@@H]1CN([C@@H](C)CO)C(=O)CCCn2nncc2CO[C@@H]1CN(C)C(=O)Nc1ccc(C(F)(F)F)cc1 | 2.1 | .
SMILES | IDH1 R132H inh | EZH2 inh
C[C@H]1CN([C@@H](C)CO)C(=O)c2cc(NC(=O)C3CC3)ccc2O[C@H]1CN(C)S(C)(=O)=O | 0.5 | 7.2
Cc1noc(C)c1S(=O)(=O)N(C)C[C@H]1Oc2ccc(NS(=O)(=O)c3ccc(F)cc3)cc2CC(=O)N([C@H](C)CO)C[C@H]1C | 0.8 | .
COc1cccc(-c2cnc3c(c2)C(=O)N([C@@H](C)CO)C[C@@H](C)[C@@H](CN(C)Cc2cccnc2)O3)c1 | -0.2 | -7.7
CCCNC(=O)N(C)C[C@H]1Oc2cc(C3=CCCC3)ccc2S(=O)(=O)N([C@H](C)CO)C[C@@H]1C | . | -0.6
COCC#Cc1cnc2c(c1)C(=O)N([C@@H](C)CO)C[C@H](C)[C@H](CN(C)C(=O)c1ccc(F)cc1)O2 | -0.6 | 13.6
CCC(=O)Nc1ccc2c(c1)OC[C@H](C)N(Cc1cccc(F)c1)C[C@@H](C)[C@H](OC)CN(C)C2=O | 0.0 | -2.9
C[C@H](CO)N1C[C@H](C)[C@H](CN(C)C(=O)c2ccccn2)Oc2cc(C#Cc3ccccc3)ccc2S1(=O)=O | -2.2 | 3.8
COc1ccc(C(=O)Nc2ccc(Oc3ncnc4cc(Cl)ccc34)nc2)cc1 | -0.2 | -5.8
Cc1cc(NS(=O)(=O)c2ccc(N)cc2)no1 | -0.2 | .
CC(C)NC(=O)N(C)C[C@H]1Oc2ccc(NC(=O)C3CCCCC3)cc2CC(=O)N([C@@H](C)CO)C[C@H]1C | . | 22.4
O=C(O)Cc1nn(Cc2ccc(Br)cc2F)c(=O)c2ccccc12 | -6.4 | 1.9
CC(C)NC(=O)Nc1ccc2c(c1)C(=O)N([C@H](C)CO)C[C@@H](C)[C@@H](CN(C)Cc1ccc(C(F)(F)F)cc1)OCCCC[C@H](C)O2 | -2.0 | .
Cc1ccc(-c2noc(CCCN3C(=O)c4ccccc4C3=O)n2)cc1 | -0.1 | 3.7
Cc1noc(C)c1NC(=O)Nc1ccc2c(c1)C(=O)N([C@@H](C)CO)C[C@H](C)[C@@H](CN(C)Cc1ccc(C(F)(F)F)cc1)OCCCC[C@H](C)O2 | -0.2 | .
Cc1ccc(S(=O)(=O)N(C)C[C@H]2Oc3ccc(NC(=O)Nc4ccc(C(F)(F)F)cc4)cc3C(=O)N([C@@H](C)CO)C[C@H]2C)cc1 | 2.3 | .
O=C(CN1C(=O)c2ccccc2S1(=O)=O)Nc1ccccc1C(=O)N1CCOCC1 | 0.0 | 15.2
COCC(=O)Nc1ccc2c(c1)[C@@H]1C[C@H](CC(=O)NCc3ccccc3F)O[C@H](CO)[C@@H]1O2 | -0.5 | 1.9
C[C@@H]1CN([C@H](C)CO)C(=O)c2cc(NC(=O)CCN3CCOCC3)ccc2O[C@@H]1CN(C)Cc1ccncc1 | -0.4 | 2.0
CC(C)CC#Cc1ccc2c(c1)O[C@@H](CN(C)S(=O)(=O)c1ccc(F)cc1)[C@H](C)CN([C@H](C)CO)S2(=O)=O | -0.5 | 3.4
C[C@@H]1CN([C@H](C)CO)C(=O)c2cc(NS(=O)(=O)c3cn(C)cn3)ccc2O[C@H]1CN(C)S(=O)(=O)c1cn(C)cn1 | -1.5 | .
O=C(C[C@@H]1C=C[C@H](NC(=O)C2CCC2)[C@H](CO)O1)NCc1ccccc1Cl | -0.9 | 0.2
CCCN(C)C[C@H]1OCCCC[C@@H](C)Oc2ccc(NC(=O)NC(C)C)cc2C(=O)N([C@@H](C)CO)C[C@H]1C | 3.5 | -32.3
CC(=O)Nc1ccc(NS(=O)(=O)c2ccc(C)cc2[N+](=O)[O-])cc1 | 0.2 | -6.4
O=C(C[C@@H]1C[C@@H]2c3cc(NC(=O)c4ccc5c(c4)OCO5)ccc3O[C@@H]2[C@H](CO)O1)NCc1cccnc1 | -0.4 | 6.2
C[C@@H]1CN([C@H](C)CO)C(=O)c2cc(N(C)C)ccc2O[C@H]1CN(C)Cc1ccc(Oc2ccccc2)cc1 | . | -5.8
COCC(=O)Nc1ccc2c(c1)OC[C@@H](C)N(Cc1ccccn1)C[C@@H](C)[C@H](OC)CN(C)C2=O | 0.2 | 9.8
Cc1noc(C)c1NC(=O)Nc1ccc2c(c1)C(=O)N([C@@H](C)CO)C[C@H](C)[C@H](CN(C)S(=O)(=O)c1ccc(Cl)cc1)OCCCC[C@@H](C)O2 | -1.7 | .
C[C@@H]1CN([C@@H](C)CO)S(=O)(=O)c2ccc(Br)cc2O[C@H]1CN(C)C | 0.8 | 14.2

Record cards, from the list above:
C[C@@H]1CN([C@H](C)CO)C(=O)c2cc(N(C)C)ccc2O[C@H]1CN(C)Cc1ccc(Oc2ccccc2)cc1 is entered as IDH1 R132H inh = .; EZH2 inh = -5.8
Cc1noc(C)c1NC(=O)Nc1ccc2c(c1)C(=O)N([C@@H](C)CO)C[C@H](C)[C@@H](CN(C)Cc1ccc(C(F)(F)F)cc1)OCCCC[C@H](C)O2 is entered as IDH1 R132H inh = -0.2; EZH2 inh = .

Some of the compounds tested; the hit share may differ from the screen's.
